Dengue-2 NS5 capping: flavivirus cap methylation enzyme inhibition – biochemical, confirmation dose response, primary screen (AID 588689) | Dengue-2 NS5 methyltransferase capping enzyme assay, biochemical; higher % means a stronger effect | one-dose inhibition, % at 25 µM; IC50 in µM for titrated hits | 340,000 tested, 0.3% active; in the data active = a potency from the dose series; inconclusive = inhibition above about 29% without an active follow-up result
Rac1 GTP hydrolysis: MgcRacGAP GTPase-activating activity inhibitors, confirmation, biochemical, ADP Hunter fluorescence; MgcRacGAP-stimulated Rac1 GTP hydrolysis, ADP Hunter fluorescence; higher % means a stronger effect; GST-tagged Rac1 F28L mutant substrate; inhibition, % at 30 µM, or IC50 in µM where a hit was titrated; 340,000 tested, 0.6% active; AID 624330;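 active = first-screen hits whose inhibition reached a set limit at any dose in the follow-up dose series; inconclusive = inhibition above the set first-screen limit but never retested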;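 also: fluorescence reports GDP produced by GAP-driven GTP hydrolysis; strong numbers were not always called active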
Dengue-2 NS5 capping pilot replicate: recorded beside Dengue-2 NS5 capping, whose call it bears; inhibition, %; measured here: pilot screen replicate inhibition
* hit, by the source's call; ? = inconclusive. These rows are one share of the data (hit frequency here may not be typical).

SMILES	Dengue-2 NS5 capping	Rac1 GTP hydrolysis	others
Cc1ccnc(NC(=O)c2cccc(NC(=O)c3ccc(Cl)c(Cl)c3)c2)c1	-3%	8%
CCOC(=O)[C@H](C)N1[C@H](C)[C@H](c2ccccc2)Oc2ccc(Cl)cc2S1(=O)=O	-5%	7%
c1ccc(N=NC2=NN(c3ccccc3)CS2)cc1	2%	5%
CCOC(=O)C1C(=O)C=C(c2ccccc2)CC1c1ccccc1 (stereo not drawn)	-3%	6%
O=C(O)c1cccc(S(=O)(=O)Nc2ccccc2Oc2ccccc2)c1	-5%	10%
CCCCCCCCNCCS(=O)(=O)NC1CCCCC1	-2%	3%
COC1C(CO)OC(n2cnc3c(=S)nc(N)[nH]c32)C1O (stereo not drawn)	-4%	3%
CC(C)(CN1CCCN(CC(C)(C)C(=O)O)C1=O)C(=O)O	6%	10%
O=C(O)c1c2cc(Br)ccc2nc2[nH]c(=O)[nH]c(=O)c12	-1%	1%
CC1CCN(C(=O)CCn2c(=O)oc3ccc(Cl)cc32)CC1	4%	1%
COc1ccccc1NS(=O)(=O)c1ccc(C)c(NS(=O)(=O)c2cc(NC(C)=O)ccc2OC)c1	4%	5%
CCCCCC(=O)N1C[C@H](O)[C@@H](n2cc(C3CC3)nn2)C[C@@H]1c1ccc(OC)cc1	-1%	10%
COC(=O)c1ccc(NCc2cc(O)ccc2O)cc1O	-2%	27%
Cc1cc(-c2ccccc2)cc(=O)[nH]1	-2%	0%
CCNC(=O)Nc1cc(S(=O)(=O)N2CCOCC2)ccc1N1CCCCC1	-1%	20%
Cc1ccccc1NC(=O)Cc1nc(COC(=O)CNC(=O)c2ccc(Cl)cc2Cl)cs1	5%	9%
C[C@H](CO)N1C[C@H](C)[C@@H](CN(C)C(=O)c2ccncc2)OCc2cnnn2CCCC1=O	-11%	7%
CC(C)CN(C(=O)COC(=O)C12CC3CC(CC(O)(C3)C1)C2)c1c(N)n(Cc2ccccc2)c(=O)[nH]c1=O	-5%	6%
C[C@H]1CN([C@@H](C)CO)C(=O)c2c(c3ccccc3n2C)-c2ccccc2CO[C@H]1CN(C)Cc1cccc(F)c1	-9%	7%
CCN(CC)CCNc1ccc(C)c2sc3ccc(O)cc3c(=O)c12	-13%	22µM*
CCCCN1C[C@H](c2ccccc2)[C@@H](CC(=O)NC)C1=O	3%	17%
C=CCOC1COC2C(OCC=C)COC12 (stereo not drawn)	-5%	4%
C[C@@H]1CN([C@H](C)CO)S(=O)(=O)c2ccc(Br)cc2O[C@@H]1CN(C)C(=O)Nc1ccc(C(F)(F)F)cc1	-4%	13%
Cc1cccc(NC(=O)c2nc[nH]c2C(=O)NC[C@H](C)O)c1	-4%	14%
NC(=O)c1ccsc1NC(=O)COC(=O)[C@@H]1CCCN1C(=O)c1cccs1	7%	7%
NC(=S)NN=C1CCSCC1	0%	5%
COc1ccc(CCN2CCC(CN3C(=S)NC[C@@H]3CC(C)C)CC2)cc1OC	-7%	14%	Dengue-2 NS5 capping pilot replicate=-2.1
O=C(C=Cc1ccccc1O)c1ccccc1O	-17%	2%
O=C(CN1CCN(C(=O)CNC(=O)c2ccc(-c3ccccc3)cc2)CC1)Nc1ccccc1Cl	-1%	3%
O=C1NN(c2ccccc2)C(=O)C1=Cc1ccccc1	26%	14%
COC1OCC(O)C(NC(=O)N(C)N=O)C1O (stereo not drawn)	1%	7%
O=[N+]([O-])c1cccc(COc2ccc(CN3CCCC3)cc2)c1	-2%	8%
N/C(=N\OC(=O)c1ccccc1)C(Cc1ccccc1)C(=O)NOC(=O)c1ccccc1 (stereo not drawn)	1%	4%
Cc1ccc([C@H]2C[C@@H](n3cc(-c4ccc(F)cc4)nn3)[C@H](O)CN2C(=O)c2cccs2)cc1	1%	0%
CC(NS(=O)(=O)c1cc2c3c(c1)CCN3C(=O)CC2)c1ccccc1 (stereo not drawn)	1%	10%
CC1=C(C(=O)N(C)C)CC(CC(=O)NCc2cccs2)C(=O)N1CCCN1CCCC1=O (stereo not drawn)	-4%	7%
CSc1ncccc1C(=O)NNC(=O)c1csc(N2CCOCC2)n1	-5%	5%
CN1CCN(C(=O)CCn2c(=S)[nH]c3ccccc3c2=O)CC1	5%	5%
Cc1c[n+]([O-])ccc1[N+](=O)[O-]	2%	5%
Cc1cccc(S(=O)(=O)N(C)C[C@@H]2OCc3cn(nn3)CCCC(=O)N([C@@H](C)CO)C[C@H]2C)c1	-6%	4%
CC1C(=O)N(Cc2cn(Cc3ccco3)nn2)CCS(=O)(=O)N1Cc1ccc(-c2ccc(F)nc2)cc1 (stereo not drawn)	0%	-1%
CCOC(=O)C1=C(CC)Nc2ccccc2N=C1NC(=O)c1ccc(OC)c(S(=O)(=O)N2CCOCC2)c1	-4%	0%
c1ccc(CNc2ncnc3[nH]ncc23)cc1	4%	2%
CN(CCOc1ccc(Cl)cc1)C(=O)c1cccc(S(=O)(=O)N2CCN(Cc3ccccc3)CC2)c1	2%	3%
CCCCN(C(=O)c1cc(S(=O)(=O)N2CCOCC2)ccc1N1CCOCC1)c1ccccc1	-1%	6%
N#Cc1c(C#N)c(SSc2c(C#N)c(C#N)c(N)n2-c2ccccc2)n(-c2ccccc2)c1N	-2%	6%
O=S(=O)(Cc1ccccc1)CS(=O)(=O)Cc1ccccc1	-8%	-3%
CCN1C(=O)[C@H]2[C@@H](c3ccc(OC)cc3)N[C@]3(CCCN(CC4CCCCC4)C3=O)[C@H]2C1=O	-3%	17%
C/C(=N/Nc1ccc(C(=O)c2c(C)cc3ccccn23)cc1[N+](=O)[O-])c1ccc(O)cc1	-7%	11%
O=[N+]([O-])c1cc2ccccc2nc1-c1ccccc1	-3%	11%
O=c1[nH]cc(S(=O)(=O)N2CCN(c3ccc(F)cc3)CC2)c(=O)[nH]1	6%	3%
CC1=C(C(=O)N(C)C)CC(CC(=O)NC2CCCCC2)C(=O)N1CCC1=CCCCC1 (stereo not drawn)	-9%	7%
Cc1cc(C)nc(NS(=O)(=O)c2ccc(NCN3C(=O)c4ccccc4C3=O)cc2)n1	-6%	9%
Cc1ccc(Cc2c(-c3ccccc3)nc3ccc(Cl)cn23)cc1	-3%	23%
CCN(C(=O)CSc1nnc(-c2ccccc2OC)n1N)c1c(N)n(Cc2ccccc2)c(=O)[nH]c1=O	5%	7%
CNc1ccc(N=Nc2cccc3ncccc23)cc1	-2%	11%
Cc1ccc([C@H]2C[C@H](O)[C@@H](n3cc(C4CC4)nn3)CN2C(=O)c2cccs2)cc1	-3%	9%
CC(=O)c1c(O)cc2c3c1OC(C)(C)C1CCC(C)(CC31)O2 (stereo not drawn)	-6%	6%
Cc1nnc(NC(=O)CSc2nnc(CNC(=O)c3ccccc3F)n2C(C)C)s1	-6%	8%
COc1cc2[nH]c(O)c(C=O)c2cc1OC	10%	23%

Next entries follow.
SMILES	Dengue-2 NS5 capping	Rac1 GTP hydrolysis	others
CC(C)CCC1(CCO)C(=O)N=C(N)NC1=O (stereo not drawn)	2%	-5%
Nc1nc(SCc2ccccn2)c2ncn(C3OC(CO)C(O)C3O)c2n1 (stereo not drawn)	-9%	3%
COc1ccc(Cl)cc1C(=O)NC1CC(C)(C)NC(C)(C)C1	4%	10%
CCOC(=O)c1sc(NC(=O)CSc2nc(-c3ccco3)cc(C(F)(F)F)n2)c(C(=O)OCC)c1C	-1%	6%
CCN(CC(=O)Nc1c(F)cccc1F)C(=O)c1cccn1C	7%	9%
CC(NC(=O)C1CCCN1C(=O)c1cccs1)c1ccc(Cl)cc1Cl (stereo not drawn)	1%	18%
Nc1ccc(Cl)cc1C(=O)c1ccc[nH]1	-6%	2%
CCOc1ccc(C=NN2CCCCCC2)cc1OCC	-2%	2%
CCC(O)c1cnc(OCc2ccccc2)nc1OCc1ccccc1 (stereo not drawn)	5%	8%
C[C@@H]1Cn2cnc(C(=O)NCC(=O)OC(C)(C)C)c2C(=O)N1	-11%	3%
COC(=O)C[C@H]1C[C@@H]2c3cc(NC(=O)CN(C)C)ccc3O[C@@H]2[C@H](CO)O1	-1%	5%
C[C@H]1CN(c2ccccc2)C(=O)[C@@H]1CC(=O)Nc1ccccc1	-6%	16%
CN1OC[C@@H]2CN(C(=O)CCc3ccccc3)[C@H](c3cccc(-c4ccccc4)c3)C[C@@H]21	1%	6%	Dengue-2 NS5 capping pilot replicate=-1.2
O=C1C=CC(=Nc2cccc3c2C(=O)c2ccccc2-3)O1	?	2%
C#CCN1C=CC(=O)[C@@H](OC(=O)Nc2ccc(Cl)cc2)[C@H]1c1ccccc1Br	-5%	7%	Dengue-2 NS5 capping pilot replicate=-0.9
CC1CCN(C(=O)CCC(=O)Nc2ccc([N+](=O)[O-])cc2)CC1	-5%	6%
CCCCC(CC)CN1CN(CC(CC)CCCC)CC(C)(N)C1 (stereo not drawn)	-4%	-1%
CN(C)CC1C2CCC(C2)C1O (stereo not drawn)	6%	-2%
COc1ccc(S(=O)(=O)N(C)CC(=O)NCCCN2CCOCC2)cc1C	-1%	5%
CCC(Sc1nc2ccsc2c(=O)n1Cc1ccc(C(=O)O)cc1)C(=O)Nc1cc(Cl)ccc1C (stereo not drawn)	-2%	10%
CNc1cccnc1C=NNC(N)=S	3%	8%
COc1ccc(NC(C)=O)cc1S(=O)(=O)NC(Cc1ccccc1)C(=O)NC(C)c1ccccn1 (stereo not drawn)	4%	8%
CC1C(c2ccc3c(c2)OCO3)c2cc3c(cc2OC1N1CCOCC1)OCO3 (stereo not drawn)	2%	3%
COc1ccc(-c2ccc3c(c2)[C@@H]2C[C@H](N(C)C(=O)C(C)(C)C)[C@H]([C@H](C)O)C(=O)N2CC3)cc1	0%	6%	Dengue-2 NS5 capping pilot replicate=-2.1
O=C(NCCO)c1c(-c2ccc3c(c2)OCO3)noc1-c1ccsc1	-3%	11%	Dengue-2 NS5 capping pilot replicate=0.9
CC(=O)OCC1OC(n2c3c(cc(C#N)c2=S)CCCC3)C(OC(C)=O)C(OC(C)=O)C1OC(C)=O (stereo not drawn)	-4%	3%
COc1ccccc1S(=O)(=O)N(C)C[C@@H]1OCc2cnnn2CCCC(=O)N([C@H](C)CO)C[C@@H]1C	-3%	5%
COc1cccc(NC(=O)N(C)C[C@@H]2Oc3ncc(Br)cc3C(=O)N([C@@H](C)CO)C[C@H]2C)c1	5%	18%
O=C(NC1c2ccccc2Oc2ccccc21)c1ccc([N+](=O)[O-])cc1	-11%	-3%
Cn1c(=O)c2[nH]c(Cc3cccc4ccccc34)nc2n(C)c1=O	15%	0%
Cc1cc(=O)oc2cc(OCC(=O)NC3(C#N)CCCCC3)ccc12	-6%	8%
CCOC(=O)c1ccc(N=Cc2cnc(N)nc2N)cc1	-8%	-6%
O=C(OCCn1c(=S)sc2ccccc21)c1ccccc1	2%	4%
O=C(NC1CCN(Cc2ccccc2)CC1)c1ccccc1NS(=O)(=O)c1ccc(F)c(F)c1	-3%	4%
NC(CSC(c1ccccc1)(c1ccccc1)c1cccc2ccccc12)C(=O)O (stereo not drawn)	18%	4%
CC(C)C[C@@H](CN1CCC[C@@H]1CN1C(=O)C(=O)NC[C@@H]1Cc1ccccc1)N1C[C@H](Cc2ccc(O)cc2)N(CCc2ccccc2)C(=O)C1=O	-1%	3%	Dengue-2 NS5 capping pilot replicate=-2.7
CN(C(=O)c1cccc(NC(=O)Cc2cccc(NC(=O)C3CCN(C(=O)C4CCC4)CC3)c2)c1)C1CCC1	-6%	5%	Dengue-2 NS5 capping pilot replicate=-3.6
Cc1occc1C(=O)N(C)CC1CCCN(CCc2ccc(Cl)cc2)C1 (stereo not drawn)	4%	7%
O=C(NNC(=O)c1ccncc1)Nc1ccc(Br)cc1	-2%	1%
O=c1c2cc(C(F)(F)F)ccc2sn1-c1ccccc1	-34%	25%
C[C@@H]1CN([C@@H](C)CO)S(=O)(=O)c2ccc(Br)cc2O[C@H]1CN(C)C(=O)c1cccc(F)c1	-6%	11%
O=C1C=CC(=O)N1c1ccc(Nc2ccccc2)cc1	9%	27µM*
CCC(C)NC(=O)C1(N2C(=O)c3ccccc3C2=O)CCCC1 (stereo not drawn)	9%	6%
COC1=C(NCc2ccc3c(c2)OCO3)C(=O)C(OC)=C(NCc2ccc3c(c2)OCO3)C1=O	-5%	-5%
O=C1NC(=O)C(c2ccc(Cl)cc2Cl)N1 (stereo not drawn)	5%	-3%
CCOc1ccc(/C=N/NC(=O)c2ccncc2)cc1OC	3%	13%

Among those listed so far, 8 contain a thiophene ring, fused or not:
SMILES	Dengue-2 NS5 capping	Rac1 GTP hydrolysis	others
NC(=O)c1ccsc1NC(=O)COC(=O)[C@@H]1CCCN1C(=O)c1cccs1	7%	7%
Cc1ccc([C@H]2C[C@@H](n3cc(-c4ccc(F)cc4)nn3)[C@H](O)CN2C(=O)c2cccs2)cc1	1%	0%
CC1=C(C(=O)N(C)C)CC(CC(=O)NCc2cccs2)C(=O)N1CCCN1CCCC1=O (stereo not drawn)	-4%	7%
Cc1ccc([C@H]2C[C@H](O)[C@@H](n3cc(C4CC4)nn3)CN2C(=O)c2cccs2)cc1	-3%	9%
CCOC(=O)c1sc(NC(=O)CSc2nc(-c3ccco3)cc(C(F)(F)F)n2)c(C(=O)OCC)c1C	-1%	6%
CC(NC(=O)C1CCCN1C(=O)c1cccs1)c1ccc(Cl)cc1Cl (stereo not drawn)	1%	18%
CCC(Sc1nc2ccsc2c(=O)n1Cc1ccc(C(=O)O)cc1)C(=O)Nc1cc(Cl)ccc1C (stereo not drawn)	-2%	10%
O=C(NCCO)c1c(-c2ccc3c(c2)OCO3)noc1-c1ccsc1	-3%	11%	Dengue-2 NS5 capping pilot replicate=0.9
